DNA FID counter: counter-screen for HCV NS3 helicase inhibitors: DNA intercalator displacement | inhibition, % at 7.9 µM | actives 0.17% (n = 290,000) | DNA fluorescent intercalator displacement, fluorescence; in the data active = inhibition above about 37%;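 also: 0% = vehicle and 100% = reference compound; higher means more ethidium bromide displaced from hairpin DNA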
MEKK3 PB1 HTS: raises or lowers MEK5 binding to the human MEKK3 PB1 domain; bead-based flow cytometry, Alexa488-MEK5 binding to MEKK3; actives lie on both sides; 0 = blocked by unlabeled MEK5, 100 = vehicle; Q99759; AID 1529; binding response (% of control), % at 10 µM; actives 1.4% (n = 290,000);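 active = binding response more than 3 SD above or below the average of its plate-row segment, actives on both sides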;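 also: Alexa488 bead fluorescence after subtracting the streptavidin-only scavenger bead signal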
Target sequence (Q99759 whole entry, looked up, the tested form may be a part): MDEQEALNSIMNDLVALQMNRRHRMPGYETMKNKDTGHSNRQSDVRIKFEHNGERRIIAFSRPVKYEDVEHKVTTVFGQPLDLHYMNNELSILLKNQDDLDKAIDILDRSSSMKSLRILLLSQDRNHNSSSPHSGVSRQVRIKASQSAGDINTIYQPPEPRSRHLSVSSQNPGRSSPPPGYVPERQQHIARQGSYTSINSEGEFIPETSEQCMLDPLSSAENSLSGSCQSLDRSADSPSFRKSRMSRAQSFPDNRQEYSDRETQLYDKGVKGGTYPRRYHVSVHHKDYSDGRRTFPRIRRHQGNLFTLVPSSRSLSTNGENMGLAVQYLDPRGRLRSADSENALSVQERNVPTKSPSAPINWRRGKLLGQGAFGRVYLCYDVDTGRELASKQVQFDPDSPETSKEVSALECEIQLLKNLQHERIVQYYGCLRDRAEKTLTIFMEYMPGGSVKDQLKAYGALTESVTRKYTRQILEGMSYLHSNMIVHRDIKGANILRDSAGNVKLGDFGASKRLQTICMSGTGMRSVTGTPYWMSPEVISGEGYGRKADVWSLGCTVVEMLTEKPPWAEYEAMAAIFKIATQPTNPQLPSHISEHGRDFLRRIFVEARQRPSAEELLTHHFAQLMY
NS3 helicase inh: inhibitors of Hepatitis C virus NS3 helicase | inhibition, % at 10.9 µM | AID 1800 | actives 0.56% (n = 290,000) | NS3 helicase DNA unwinding, Cy5 molecular beacon fluorescence;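 active = inhibition above the mean of all tested compounds plus 3 SD, set per campaign, cut at about 35% in these data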;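 also: 0% = DMSO wells and 100% = thioflavine S control wells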
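Control set: DMSO versus 110 µM thioflavine S; Material: NS3 helicase fragment of HCV; Measured by: Cy5 fluorescence at 0 and 60 min, beacon hairpin quenching; Read-out basis: percent inhibition from t60/t0 fluorescence ratio; Times: reaction time 60 min, 25 °C; Repeats: single replicate; Compound dosing: single dose, 10.9 µM nominal final, DMSO 0.8% final.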
CRFR2-BP ag: agonists of human CRF-binding protein/CRF-R2 receptor complex. AID 588473. activation, % at 13.2 µM. actives 0.46% (n = 350,000). HEK293 CRF-R2/CRF-BP, calcium dye fluorescence (FLIPR); percent of saturating CRF peptide response;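 active = activation of at least 50%, plus an integration ratio under a set limit after plate pattern correction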;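 also: plate controls were neutral control wells without compound for no effect and CRF at EC100 for full effect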
CRFR2-BP antag: CRF-BP/CRF-R2 complex antagonism; HEK293 CRF-R2/CRF-BP, CRF-induced calcium fluorescence; actives 0.59% (n = 350,000); inhibition, % at 11.8 µM; AID 588475;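 active = inhibition of the ligand-induced calcium signal above about 50% at the single tested concentration, limit read from the data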
MEKK2wt PB1 HTS: raises or lowers MEK5 binding to wildtype human MEKK2 PB1 domain | Q9Y2U5 | bead flow cytometry, Alexa488-MEK5 binding to MEKK2 WT; actives lie on both sides | binding response (% of control), % at 10 µM | actives 1.1% (n = 290,000) | AID 1531; in the data active = binding response below about 67% or above about 130%
UBC9 SUMO inh: inhibitors of human SUMOylation (UBC9); actives 0.36% (n = 290,000); P63279; HTRF SUMOylation assay, SAE1/SAE2 + UBC9, in vitro; AID 2006; inhibition, % at 35 µM; in the data active = inhibition above about 50%, passing the limit was not always enough; also: strong numbers were not always called active
Target sequence (P63279 whole entry, looked up): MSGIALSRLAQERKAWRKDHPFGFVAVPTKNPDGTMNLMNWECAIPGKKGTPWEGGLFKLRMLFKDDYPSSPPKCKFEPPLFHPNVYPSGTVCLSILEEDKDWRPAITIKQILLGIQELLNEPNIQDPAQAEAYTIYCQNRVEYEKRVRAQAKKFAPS
GalR3 antag: antagonists of human GalR3. AID 651719. O60755. inhibition, % at 3 µM. actives 0.44% (n = 360,000). HEK293 GalR3-CNG cAMP membrane potential fluorescence; galR3 body fused to GalR1 C-terminus;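 active = inhibition above the screen-wide average plus 3 SD, cut at about 13% in these data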;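 also: forskolin and galanin both at EC90 stimulate the cells; cAMP rise reported by CNG channel membrane potential dye signal; 0% = forskolin plus galanin with DMSO and 100% = forskolin alone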
Target sequence (O60755 1-299 limits assumed): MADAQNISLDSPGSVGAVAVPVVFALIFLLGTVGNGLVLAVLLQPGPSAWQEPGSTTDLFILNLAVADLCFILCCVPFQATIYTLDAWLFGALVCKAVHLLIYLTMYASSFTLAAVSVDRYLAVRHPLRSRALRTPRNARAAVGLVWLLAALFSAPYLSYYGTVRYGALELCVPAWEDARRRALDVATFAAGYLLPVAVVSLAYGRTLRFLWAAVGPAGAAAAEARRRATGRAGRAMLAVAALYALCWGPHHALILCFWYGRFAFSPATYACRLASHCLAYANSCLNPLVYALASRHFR
MEKK2mut PB1 HTS: signal of MEK5 binding to mutant human MEKK2 PB1 domain | bead flow cytometry, Alexa488-MEK5 binding to MEKK2 mutant | percent response, % at 10 µM | actives 0.35% (n = 290,000); in the data active = percent response above about 24%, passing the limit was not always enough; also: inactives centre near 1; some results filed as inactive read as strong as hits
The depositor's hits bear a star; nt = not tested or not shown; & = joins results of further samples. The list is partial; count on the stated rates, not on these rows.

SMILES	DNA FID counter	MEKK3 PB1 HTS	NS3 helicase inh	CRFR2-BP ag	CRFR2-BP antag	MEKK2wt PB1 HTS	UBC9 SUMO inh	GalR3 antag	MEKK2mut PB1 HTS
O=C(Nc1ccncc1)c1cc(-c2ccccn2)nc2ccc(Br)cc12	-1	108	5	-1.4	1	104	2	1	3
CCCCNC(=O)C1(O)c2ccccc2NC(=O)N1c1ccc(Cl)cc1 (centres undefined)	-12	102	5	0.9	-8	103	-4	-10	2
COCCNC(=O)CSc1nc2cc(OC)c(OC)cc2c(=O)n1CCc1ccc(S(N)(=O)=O)cc1	-32	116	3	0.0	15	114	9	-4	0
N#CCNC(=O)C1c2ccccc2Oc2ccccc21	0	92	-4	-3.1	6	99	-7	-7	1
Cc1csc(CN(C)C(=O)CC2C(=O)NCCN2CC(C)(C)C)n1 (centres undefined)	-8	103	4	4.4	-6	102	23	-4	0
O=C(CNC(=O)c1cccnc1)N/N=C/c1cccnc1	-4	96	0	0.2	-8	99	5	-10	2
O=C(Nc1cccc([N+](=O)[O-])c1)C1C2CCCCC21 (centres undefined)	3	104	-9	-1.5	-4	108	17	-8	1
COc1ccccc1NC(=O)C1CCN(C(=O)c2ccco2)CC1	-6	101	5	-1.5	-2	103	6	-9	2
COc1ccc2c(c1)CCc1c-2n[nH]c1C(=O)NCCC(C)C	-27	104	-8	-1.8	-6	102	4	-12	2
CCCOc1c(Br)cc(C(=O)NCC)cc1OC	-6	107	-15	-1.0	-6	108	2	1	2
O=C(c1ccco1)C(O)c1ccco1 (centres undefined)	-3	101	8	0.7	-3	96	7	-12	5
COc1cc(C(=O)Nc2c(C)cc(C)cc2C)c(Br)c(OC)c1OC	-19	77	-20	-0.7	3	80	-10	-1	-24
O=C(c1ccccc1)c1nc2ccccc2[nH]c1=O	1	101	-4	-0.9	67*	101	-6	-1	2
COc1c(CC=C(C)C)c(O)cc2oc(=O)c3c4ccc(O)cc4oc3c12	nt	102	nt	-1.8	3	100	nt	nt	1
COC(=O)n1c(=O)oc2cc(S(=O)(=O)N3CCOCC3)ccc21	-3	101	-3	0.9	-3	97	4	-3	-1
CC(=O)Nc1cccc(NC(=O)Nc2cccc(Cl)c2C)c1	-2	104	3	0.7	15	84	8	0	3
COc1ccc(F)cc1C(=O)C1CCCN(Cc2ccc3c(c2)OCCO3)C1 (centres undefined)	6	105	4	2.1	9	115	1	-4	6
COC(=O)c1ccccc1NC(=O)C1CCC(=O)N1S(=O)(=O)c1ccc(C)cc1 (centres undefined)	-2	98	3	-1.0	19	98	12	-7	1
N#Cc1ccccc1S(=O)(=O)Nc1ccc2c(c1)OCCO2	-1	103	3	-0.2	19	106	2	-9	5
CC(C)C[C@H](NC(=O)N1CCn2c1nc1ccccc12)C(=O)NCc1ccccc1	-30	100	1	-0.8	-8	97	-9	-9	-2
CC#CCN1C(=O)N[C@@H](c2ccccc2)C(C(=O)OC)=C1C	nt	103	nt	0.1	-2	103	nt	0	0
Cc1cc(N2CCN(C(=O)Nc3ccc(F)cc3F)CC2)c2ccccc2n1	7	107	10	-1.7	3	109	-11	nt	11
CCC(C(=O)Nc1sc(C(N)=O)c(C)c1C(=O)OC)c1ccccc1 (centres undefined)	-26	92	6	-1.5	-21	81	9	0	-11
CCOc1ccc(Nc2ncnc3c2cnn3-c2ccccc2)cc1	-1	nt	-2	-0.2	-6	nt	8	0	nt
CN(CC(=O)Nc1nc2ccccc2s1)S(=O)(=O)c1ccc(Cl)cc1	-5	100	5	-0.7	-11	96	-9	-3	1
Remaining list, next part
SMILES	DNA FID counter	MEKK3 PB1 HTS	NS3 helicase inh	CRFR2-BP ag	CRFR2-BP antag	MEKK2wt PB1 HTS	UBC9 SUMO inh	GalR3 antag	MEKK2mut PB1 HTS
COc1c(C(=O)Nc2ccc(CN3CCOCC3)cc2)cc2ccccc2c1Br	2	105	-69	0.8	1	117	20	0	10
C=CCn1c(=S)[nH]c2sc3c(c2c1=O)CCC3	-8	85	4	-0.3	7	100	17	-3	-2
N#C/C(=C\c1c[nH]c2ccccc12)C(=O)NCC1CCCO1 (centres undefined)	-6	109	-1	-0.8	-19	105	-9	-6	-7
COc1ccc(Br)cc1CN(C)C(C)C(=O)Nc1cc([N+](=O)[O-])ccc1OC (centres undefined)	-3	106	-2	9.1	3	105	2	4	0
COc1ccc(CNC(=O)Cn2nc(C(F)(F)F)c3c2CCC3)cc1	-11	100	0	2.5	13	100	-10	-5	1
COc1ccc(Nc2cc(C(=O)NCc3cccnc3)c3ccccc3n2)c(OC)c1	-2	98	-18	nt	nt	98	-18	nt	-8
O=C(NCc1ccccc1)C1CCCN(S(=O)(=O)c2cccs2)C1 (centres undefined)	-4	99	-4	-1.6	-3	94	6	1	-3
CC(C)(C)SCCNC(=O)COc1ccccc1	-4	93	-5	-2.5	0	95	2	-12	-3
O=C(Cc1cccs1)NCC1CCCO1 (centres undefined)	-1	106	1	0.8	6	102	-4	-1	1
COc1ccc(S(=O)(=O)N2CCCOC2CNC(=O)C(=O)NCc2ccco2)cc1 (centres undefined)	-14	95	0	0.1	-10	95	0	0	-3
COc1ccccc1/C=C/CN1CCSCC1	4	102	-2	-0.6	-11	106	6	-10	11
CN1C(=O)NC(c2ccccc2Cl)C2=C1CC(C)(C)CC2=O (centres undefined)	-14	96	8	-0.7	3	102	16	-3	5
COc1ccc(C(=O)N(CCCO)Cc2cc3c(C)ccc(C)c3[nH]c2=O)cc1OC	-17	101	1	-0.4	0	106	6	-3	3
CC(C)(C)NC(=O)C(=O)N/N=C/c1ccc(F)cc1	4	118	-3	-0.2	-3	111	10	-1	0
COc1ccccc1CCNS(=O)(=O)c1cc2c3c(c1)C(C)C(=O)N3CCC2 (centres undefined)	-35	90	9	-1.3	-2	85	nt	0	-13
CCn1c2ccccc2c2nnc(SCC(=O)Nc3ccc4c(c3)OCO4)nc21	-6	112	-6	-1.2	-18	114	10	1	11
COc1cccc(Cn2cc(C(=O)NCCN(C)C)nn2)c1	0	106	1	0.8	33	98	6	-5	-10
NC(=O)N/N=C/CCc1ccccc1	-1	100	4	1.3	2	98	4	4	3
COc1ccc(S(=O)(=O)NCCC(=O)NC2CCCCCCC2)cc1	-16	100	-1	-1.2	3	94	-6	-6	3
COc1ccc(-c2nc(CN3CCC(C(=O)NC4CCN(Cc5ccccc5)CC4)CC3)c(C)o2)cc1OC	20	103	-34	1.8	-1	120	29	2	11
CCn1c(=O)c(CCC(=O)NCC2CCCO2)c(C)c2c(C)nn(-c3ccc(C)cc3)c21 (centres undefined)	-16	102	37*	0.5	4	97	10	-7	2
CC(CN1CCOCC1)OC(=O)/C=C/c1ccccc1 (centres undefined)	-3	101	8	-0.5	-20	102	13	-2	0
O=C(Nc1cccc(F)c1)c1ccc2ncsc2c1	-5	108	10	-0.3	0	105	-3	nt	6
Cc1cc(C(=O)NNc2c(Cl)cccc2Cl)n(C(C)(C)C)n1	-8	102	-25	1.5	-2	106	14	-3	5
O=C(CCC1CCCN(C(=O)c2cccs2)C1)N1CCN(c2ccccn2)CC1 (centres undefined)	-31	104	6	-1.1	8	106	-5	-6	-4

Brought forward from above: 6 compounds, then new ones.
SMILES	DNA FID counter	MEKK3 PB1 HTS	NS3 helicase inh	CRFR2-BP ag	CRFR2-BP antag	MEKK2wt PB1 HTS	UBC9 SUMO inh	GalR3 antag	MEKK2mut PB1 HTS
COc1ccc(-c2nc(CN3CCC(C(=O)NC4CCN(Cc5ccccc5)CC4)CC3)c(C)o2)cc1OC	20	103	-34	1.8	-1	120	29	2	11
CCn1c(=O)c(CCC(=O)NCC2CCCO2)c(C)c2c(C)nn(-c3ccc(C)cc3)c21 (centres undefined)	-16	102	37*	0.5	4	97	10	-7	2
CC(CN1CCOCC1)OC(=O)/C=C/c1ccccc1 (centres undefined)	-3	101	8	-0.5	-20	102	13	-2	0
O=C(Nc1cccc(F)c1)c1ccc2ncsc2c1	-5	108	10	-0.3	0	105	-3	nt	6
Cc1cc(C(=O)NNc2c(Cl)cccc2Cl)n(C(C)(C)C)n1	-8	102	-25	1.5	-2	106	14	-3	5
O=C(CCC1CCCN(C(=O)c2cccs2)C1)N1CCN(c2ccccn2)CC1 (centres undefined)	-31	104	6	-1.1	8	106	-5	-6	-4
O=C(N=Nc1c(O)n(C2OC(=O)c3ccccc32)c2ccccc12)c1ccco1 (centres undefined)	6	103	-2	nt	nt	103	26	nt	5
O=C(CSc1nnc(Cn2c(=O)sc3ccccc32)n1-c1ccccc1)N1CCCC1	-15	94	1	-1.2	10	95	-31	1	0
CC1C/C(=N/O)C(C)CN1 (centres undefined)	-1	99	7	-1.9	3	101	8	-2	0
c1ccc(Nc2nc(N3CCCC3)nc(N3CCOCC3)n2)cc1	nt	97	nt	-1.6	-1	92	nt	-1	-7
CCN1C(=O)[C@H]2[C@H]3[C@H](O)[C@H](O)C/C(=N\O[C@H](C)c4cn([C@H](CO)Cc5ccccc5)nn4)[C@@H]3CC[C@H]2C1=O	-31	98	4	nt	nt	94	-2	nt	-4
Cn1nnnc1SCC(=O)NCc1cccs1	1	101	-2	0.9	12	103	4	-4	1
O=C1CCCN1CCCNC(=S)Nc1cccc2ccccc12	-4	103	-1	-0.4	33	109	-6	-8	5
Oc1ccc(-c2n[nH]c(=S)n2Cc2ccco2)cc1	-3	85	3	1.2	0	95	1	-4	-9
COC(=O)/C=C1/S/C(=N/NC(=O)c2ccccc2)NC1=O	5	100	10	-1.4	2	94	6	3	1
Cc1cnc(C(=O)OC(C(=O)Nc2cc(C(F)(F)F)ccc2Cl)c2ccccc2)cn1 (centres undefined)	-20	96	-15	-0.9	-10	103	-8	-4	3
O=C(C1CCCC1)N1CCN(S(=O)(=O)c2ccc(F)cc2)CC1	-14	109	-2	-0.3	-13	105	3	-7	0
CCN(CC)S(=O)(=O)c1cccc(-c2nnc(SCC(N)=O)n2N)c1	-2	95	2	3.9	14	98	0	-6	-2
CN(Cc1ccccc1)C(=O)C1CCCN(Cc2cccc(Cl)c2)C1 (centres undefined)	1	99	-5	-2.5	28	106	11	-9&-2	1
CC(=O)c1ccc(Cc2ncc(C(F)(F)F)cc2Cl)s1	-8	101	7	-0.6	3	101	-20	8	3
Cc1ccc(C(=O)N2CCN(C)CC2)cc1S(=O)(=O)N1CCCCC1	-2	87	13	-2.6	4	83	14	-5	-9
COC(=O)c1ccc(CSc2nc3ccccc3c(=O)n2N)cc1	-29	104	1	-1.2	7	106	-6	-10	6
COc1ccc2c(c1)C(c1cccs1)=NNC(c1ccncc1)=N2	-1	103	-8	-4.9	-1	110	20	2	3
O=[N+]([O-])CC(c1ccccc1)P(=O)(c1ccccc1)c1ccccc1 (centres undefined)	-27	104	11	-1.9	16	104	-7	-4	4
COCC(=O)N(Cc1ccc(OC)cc1)Cc1nc2ccccc2c(=O)[nH]1	-9	102	-11	3.5	-11	103	-1	-6	1
CC(C)(C)C(=O)/C=c1\[nH]c(=O)/c(=C\c2ccccc2F)s1	0	99	-15	-0.7	-5	98	12	-4	-2
COc1cc(OC)cc(C(=O)NCC(=O)OCC(=O)Nc2ccc3c(c2)OCO3)c1	-11	123	-4	-2.8	0	115	0	-1	-1
CCOC(=O)c1ccc(CSc2nncn2N)o1	1	101	-2	3.5	-28	104	-1	-4	3

A few values from above.
Under CRFR2-BP ag, `CCN(CC)S(=O)(=O)c1cccc(-c2nnc(SCC(N)=O)n2N)c1` shows 3.9
Under DNA FID counter, `COc1ccc2c(c1)C(c1cccs1)=NNC(c1ccncc1)=N2` shows -1
